Screening data as filed in PubChem BioAssay.
C2C12 statin – suppressors of statin myotoxicity in C2C12 myotubes, primary screen, cell-based, single point, plate reader; C2C12 myotubes + simvastatin, ATP luminescence, 48 h; scaled: DMSO 0, geranylgeraniol control 100; rescue of ATP level, % at 7.49 µM; hit rate 0.78% among 330,000;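 active = mean ATP rescue above about 67%, or every replicate alone reaching that limit, limit read from the data, passing the limit was not always enough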;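 note: myotubes were challenged with 10 µM simvastatin during compound exposure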
Cneo AK release – Cryptococcus neoformans cell lysis inducers, primary screen, AK release luminescence, single concentration; C. neoformans lysis, adenylate kinase release luminescence, 4 h; normalised: neutral wells 0, clomiphene wells 100; lysis activity, % at 15 µM; hit rate 0.2% among 360,000;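 active = mean lysis activity across replicates of at least 80%, whatever share of replicates individually reach that level; inactive = mean lysis activity below 80%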
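Test system: log-phase Cryptococcus neoformans yeast cells; Quantity: yeast cell density of 5 × 10^6 cells/mL; Buffer or medium: YPD; Doses: single compound concentration per well; Timing: 4 h at 37 °C static, read 1 h later; Measured by: AK luminescence; Read-out basis: lysis from increased AK signal; Control set: Clomiphene as positive control.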
miR-122 sensor – miR-122 Renilla sensor signal increase in Huh7, primary screen, miR-122 inhibitor project, cell-based, single point, plate reader | Huh7 miR-122 Renilla luciferase sensor, 48 h; neutral wells = 0, positive control = 100 | AID 602342, 2012 | hit rate 0.3% among 340,000 | activation (reporter increase), % at 12.5 µM;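 active = mean replicate activation score at least 90 and every replicate individually at or above 90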;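 note: higher luciferase means less miR-122 activity so hits act as miR-122 inhibitors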
SIRT5 block – SIRT5 desuccinylase inhibitors, primary screen, biochemical, fluorescence imaging, single point, set 5 | NAD-dependent protein deacylase sirtuin-5, mitochondrial (Homo sapiens), Q9NXA8 | Purified SirT5, succinyl-peptide AMC, trypsin-coupled fluorescence | inhibition, % at 15 µM | hit rate 1.1% among 330,000 | AID 652115, 2013; in the data active = inhibition above about 15%
Target sequence (Q9NXA8 whole entry, looked up): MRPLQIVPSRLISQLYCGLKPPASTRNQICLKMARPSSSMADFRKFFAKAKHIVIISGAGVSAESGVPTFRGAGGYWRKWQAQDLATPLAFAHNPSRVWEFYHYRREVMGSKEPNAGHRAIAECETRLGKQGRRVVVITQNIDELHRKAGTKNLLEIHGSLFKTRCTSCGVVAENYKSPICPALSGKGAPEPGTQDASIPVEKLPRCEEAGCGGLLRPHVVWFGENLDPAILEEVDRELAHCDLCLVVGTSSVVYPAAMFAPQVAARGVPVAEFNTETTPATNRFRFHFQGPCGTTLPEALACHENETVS
esBAF inh – Bmi1 luciferase reporter increase in mESCs, primary screen, esBAF inhibitor project, mouse ES cells, Bmi1 luciferase knock-in, single point; 24 h; 100% = twice the neutral-well signal; reporter increase, % at 12.5 µM; hit rate 2% among 350,000; in the data active = activation above about 40%;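 note: 0% = median of the plate's neutral control wells and 100% = double that signal; a rise in the Bmi1 reporter signal indicates esBAF inhibition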
ERp5 inh – inhibitors of ERp5-driven insulin aggregation, primary screen, biochemical, turbidity, absorbance 650 nm, single point; AID 651711, 2012; 90 min; inhibition, % at 9.99 µM; hit rate 0.05% among 350,000; Protein disulfide-isomerase A6 (Homo sapiens), Q15084;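 active = mean replicate inhibition above about 25%, with every replicate also reaching it, limit read from the data, passing the limit was not always enough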
Target sequence (Q15084 whole entry, looked up): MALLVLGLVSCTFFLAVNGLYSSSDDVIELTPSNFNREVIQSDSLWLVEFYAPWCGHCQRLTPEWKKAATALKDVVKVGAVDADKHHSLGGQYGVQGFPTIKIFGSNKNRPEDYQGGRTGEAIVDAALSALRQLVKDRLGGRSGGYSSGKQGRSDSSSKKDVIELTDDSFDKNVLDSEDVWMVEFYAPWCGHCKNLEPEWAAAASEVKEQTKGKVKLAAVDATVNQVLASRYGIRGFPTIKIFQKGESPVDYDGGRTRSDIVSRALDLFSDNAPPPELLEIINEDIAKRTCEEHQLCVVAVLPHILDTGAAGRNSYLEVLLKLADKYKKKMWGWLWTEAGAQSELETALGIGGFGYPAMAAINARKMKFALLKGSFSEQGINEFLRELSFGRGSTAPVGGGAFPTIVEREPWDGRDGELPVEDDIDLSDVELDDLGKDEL
ARNT-TACC3 inh – disruptors of ARNT/TACC3 protein interaction, primary screen, biochemical, AlphaScreen, single concentration; Transforming acidic coiled-coil-containing protein 3 (Homo sapiens), Q9Y6A5; AlphaScreen His-ARNT PAS-B/GST-TACC3 binding, luminescence; TACC3 fragment carries E629A point mutation; inhibition, % at 9.99 µM; hit rate 0.66% among 390,000;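 active = mean inhibition of replicates at least 50% and at least half of replicates each reaching 50%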;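 note: 0% = complete ARNT plus TACC3 wells and 100% = ARNT alone without TACC3; many hits fall short of the cut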
The depositor's hits bear a star; nt = no result given; [ ] = remark or other dose.

The opening six entries as a preview:
SMILES	C2C12 statin	Cneo AK release	miR-122 sensor	SIRT5 block	esBAF inh	ERp5 inh	ARNT-TACC3 inh
O=C(Cn1cc2c(n1)CCCCC2)NC1CCN(Cc2ccccc2)CC1	2	-3	nt	nt	-2	1	0
COc1ccc(NC(=O)c2cc(-c3cccc(OC)c3)on2)cc1	nt	nt	nt	7	nt	1	0
COc1ccccc1-c1c(C)c(C)nc(N)c1C#N	-2	1	-7	nt	-3	nt	-2
O=C(C[n+]1ccc(/C=N/O)cc1)N(Cc1ccccc1)Cc1ccccc1	4	nt	-4	7	-13	4	29
O=C(N/N=C1\NC(=O)C(CO)(CO)S1)c1ccccc1	nt	nt	nt	4	nt	-2	10
Cc1ccc(S(=O)(=O)/N=C(/Nc2c(C)cccc2C)c2ccccc2)cc1	16	0	19	-1	4	-4	0

The whole of this part (from the top)
SMILES	C2C12 statin	Cneo AK release	miR-122 sensor	SIRT5 block	esBAF inh	ERp5 inh	ARNT-TACC3 inh
O=C(Cn1cc2c(n1)CCCCC2)NC1CCN(Cc2ccccc2)CC1	2	-3	nt	nt	-2	1	0
COc1ccc(NC(=O)c2cc(-c3cccc(OC)c3)on2)cc1	nt	nt	nt	7	nt	1	0
COc1ccccc1-c1c(C)c(C)nc(N)c1C#N	-2	1	-7	nt	-3	nt	-2
O=C(C[n+]1ccc(/C=N/O)cc1)N(Cc1ccccc1)Cc1ccccc1	4	nt	-4	7	-13	4	29
O=C(N/N=C1\NC(=O)C(CO)(CO)S1)c1ccccc1	nt	nt	nt	4	nt	-2	10
Cc1ccc(S(=O)(=O)/N=C(/Nc2c(C)cccc2C)c2ccccc2)cc1	16	0	19	-1	4	-4	0
COc1cccc(NC=C2C(=O)OC3(CCCCC3)OC2=O)c1	-33	2	1	nt	-5	nt	7
CC(=O)Nc1cccc(-c2cc(C)c3cc4c(cc3n2)OCO4)c1	-18	-3	nt	-4	35	0	17
COc1cccc(NC(=O)CN2C(=O)NC3(CCCc4ccccc43)C2=O)c1 (configuration not stated)	-6	2	11	-1	-3	-5	-11
CCOC(=O)c1c(NC(=O)COC(=O)C2CCC2)sc(C(=O)N(C)C)c1C	5	1	-7	4	-3	-3	-2
CCOC(=S)SCC(=O)Nc1nc(-c2ccccc2)cs1	nt	1	1	nt	nt	nt	-16
N#Cc1ncc(-c2ccc3c(c2)OCCOCCOCCOCCO3)nc1C#N	nt	-2	-5	nt	nt	nt	-3
CCCC#Cc1cnc2c(c1)C(=O)N([C@@H](C)CO)C[C@@H](C)[C@@H](CN(C)C(=O)C1CCCCC1)O2	38	nt	66[16.7 µM]	nt	-6	nt	nt
C=CCC1(N(C(C)=O)c2ccccc2C)CCCCC1	nt	nt	nt	3	nt	2	-5
CC(=O)NS(=O)(=O)c1ccc(NC(=O)CCC(=O)Oc2ccc(C)cc2)cc1	2	3	nt	-5	4	1	-12
COc1ccc(NC(=O)CS(=O)c2ccc(Br)cc2)cc1 (configuration not stated)	12	-1	-8	-3	3	10	-7
CCOC(=O)c1nnn(-c2nc(N3CCCC3)nc(N3CCCC3)n2)c1-c1ccccc1	-6	0	11	nt	-12	nt	7
CCCCC(=O)Nc1nc(C)c(-c2csc(Nc3cc(OC)ccc3OC)n2)s1	-121	-2	2	nt	-10	2	1
C[C@@H]1CCCCO[C@H](CN(C)C)[C@H](C)CN([C@@H](C)CO)C(=O)c2cc(NC(=O)C3CCCCC3)ccc2O1	-20	nt	4[16.7 µM]	nt	-1	nt	nt
O=C(c1[nH]c(C(F)(F)F)nc1-c1ccccc1)N1CCN(c2ncccn2)CC1	7	-1	0	4	-1	-2	nt

Not a retest: entries from further up.
SMILES	C2C12 statin	Cneo AK release	miR-122 sensor	SIRT5 block	esBAF inh	ERp5 inh	ARNT-TACC3 inh
CCCCC(=O)Nc1nc(C)c(-c2csc(Nc3cc(OC)ccc3OC)n2)s1	-121	-2	2	nt	-10	2	1
C[C@@H]1CCCCO[C@H](CN(C)C)[C@H](C)CN([C@@H](C)CO)C(=O)c2cc(NC(=O)C3CCCCC3)ccc2O1	-20	nt	4[16.7 µM]	nt	-1	nt	nt
O=C(c1[nH]c(C(F)(F)F)nc1-c1ccccc1)N1CCN(c2ncccn2)CC1	7	-1	0	4	-1	-2	nt

The list continues.
SMILES	C2C12 statin	Cneo AK release	miR-122 sensor	SIRT5 block	esBAF inh	ERp5 inh	ARNT-TACC3 inh
C[C@H](CO)N1C[C@H](C)[C@@H](CN(C)C(=O)Nc2ccc3c(c2)OCO3)OCCCC[C@H](C)Oc2ccc(NS(=O)(=O)c3cccs3)cc2C1=O	60	0	-8[16.7 µM]	2	11	-1	-4
COc1ccc(/C=N/NC(=O)CCc2c(C)n[nH]c2C)cc1O	-4	1	-9	nt	-7	nt	4
Clc1ccc(-c2nn3c(C4COc5ccccc5O4)nnc3s2)cc1 (configuration not stated)	37	-1	0	nt	7	nt	0
Cc1cc(=O)oc2c(C)c(OC(C)C(=O)NCc3ccccn3)ccc12 (configuration not stated)	-7	11	-3	-4	-7	3	5
COC1OC2COC(c3ccccc3)OC2C(O)C1N (configuration not stated)	-1	1	-2	-5	nt	3	5
CCOc1ccc2oc(-c3ccccc3)c(C(=O)O)c2c1	9	0	0	nt	-7	nt	-2
COc1ccccc1N1CCN(S(=O)(=O)CCNC(=O)CCCc2ccccc2)CC1	nt	0	nt	-2	nt	-15	1
CSc1ccc(S(=O)(=O)NCc2ccccc2Cl)cc1	nt	6	32	nt	nt	nt	-2
Cc1noc(C)c1S(=O)(=O)N(C)C[C@@H]1Oc2ccc(NS(=O)(=O)c3cccs3)cc2C(=O)N([C@@H](C)CO)C[C@@H]1C	19	-2	-3[16.7 µM]	0	1	3	-1
COc1cccc(C(=O)NC2CCCc3c2cnn3-c2cc(C)cc(C)c2)c1 (configuration not stated)	nt	2	-1	9	nt	-1	-1
CO[C@H]1CN(C)C(=O)c2cc(NS(=O)(=O)c3cccc(F)c3)ccc2OC[C@H](C)N(Cc2cc(F)ccc2F)C[C@H]1C	3	5	0[16.7 µM]	0	9	-12	2
CC(C)(Oc1ccc(Cl)cc1)C(=O)N(Cc1ccccc1)c1ccccn1	nt	nt	nt	-4	nt	4	36
CCCN(C)C[C@H]1Oc2cc(-c3cccnc3)ccc2S(=O)(=O)N([C@@H](C)CO)C[C@H]1C	-55	0	-2[16.7 µM]	-1	-2	5	-2
O=C(N/N=C/c1ccccc1C(=O)O)c1cccc(S(=O)(=O)N2CCCCC2)c1	0	0	4	2	-13	2	2
COc1ccc(CCNC(=O)C(=O)c2cn(CC(=O)N3CCOCC3)c3ccccc23)cc1OC	4	-1	3	-2	9	-3	-3
CN(CC(=O)Nc1cccc(F)c1)CC(=O)N1CCc2ccccc21	2	1	nt	-4	-6	3	-5
c1ccc(COc2ncnc3c2ncn3CCCNCc2ccccn2)cc1	4	2	-3	-1	3	8	29
CSc1cccc(NC(=O)c2nnn(Cc3ccccc3)c2N)c1	-5	0	36	nt	20	nt	-7
Cc1ccc(C(=O)N/C(=C\c2cccc([N+](=O)[O-])c2)C(=O)NC(Cc2ccccc2)C(=O)O)cc1 (configuration not stated)	-2	3	-14	-4	-1	3	-3
FCc1nc2nc(Cl)c(Cl)nc2[nH]1	4	-2	-7	5	-3	1	nt
C=CCn1c(-c2cc(OC)cc(OC)c2)n[nH]c1=S	-4	1	-2	nt	-8	nt	-8
COc1ccc(C(CNC(=O)c2ccc(Cl)c(S(=O)(=O)N3CCCC3)c2)N2CCCC2)cc1 (configuration not stated)	2	-1	1	-1	1	13	8
Cc1noc(C)c1COC(=O)COc1cccc2c1OC(C)(C)C2	11	2	-1	nt	-6	nt	-5
COC(=O)[C@]1(Cc2ccccc2)N[C@H](CN(C)C(=O)c2ccccc2)[C@@H]2C(=O)N(Cc3ccccc3)C(=O)[C@@H]21	-3	-7	-2	-4	-3	-5	5
O=C(c1ccc(OCC2CCCO2)cc1)N1CCc2ccccc2C1 (configuration not stated)	1	-2	-3	2	13	6	-1
CCC(=O)Nc1ccc2c(c1)C(=O)N(C)C[C@H](OC)[C@@H](C)CN(C(=O)c1ccccn1)[C@@H](C)CO2	0	52	nt	1	-6	0	-6
CSc1ccc(-c2nc(CN(C)C3CCOC3)c(C)o2)cc1 (configuration not stated)	6	3	-7	2	13	3	2
Cc1ccc(-c2nnc(SCC(=O)N3CC(C)CC(C)C3)o2)cc1C (configuration not stated)	7	-2	-1	-3	5	-2	-2
CCn1c(COc2ccccc2C)nnc1SCC(=O)CC(=O)Nc1ccccc1	-2	0	-27	nt	28	nt	nt
CCC(C)C(=O)Nc1ccc([N+](=O)[O-])cc1OC (configuration not stated)	-1	0	0	-1	0	-5	nt
Cc1ccsc1CCNC(=O)C1CCC(=O)N(CCc2cccc(F)c2)C1 (configuration not stated)	8	8	nt	0	65*	4	-18
COc1cc(OC)cc(C(=O)NCC(=O)OCc2ccc(Cl)c(Cl)c2)c1	15	0	-2	0	-4	-1	-2
CCC1CCc2sc(C(=O)OCC(=O)N(CCOC)c3c(N)n(Cc4ccccc4)c(=O)[nH]c3=O)cc2C1 (configuration not stated)	5	-1	-17	1	2	-3	-6
O=C(NCCc1ccccc1Cl)C1CCC(=O)N(CC2CCCCC2)C1 (configuration not stated)	1	-1	-20	-10	8	-8	-1
CCN(C(=O)COC(=O)C1=COCCO1)c1ccccc1	27	2	3	-5	-5	3	-1
CCn1c(N2CCN(Cc3ccc([N+](=O)[O-])cc3)CC2)nc2ccccc21	-10	4	-7	0	-1	1	-4
OC(COc1ccc(Cl)cc1)CN1CCC(Cc2ccccc2)CC1 (configuration not stated)	-15	-2	-3	-3	-5	-9	-1
CC(C)NC(=O)Nc1ccc2c(c1)CC(=O)N([C@H](C)CO)C[C@@H](C)[C@@H](CN(C)S(=O)(=O)c1ccc(F)cc1)O2	10	-1	1[16.7 µM]	1	6	-4	-11
C[C@H]1CN([C@@H](C)CO)C(=O)Cc2cc(NC(=O)Cn3cnnn3)ccc2O[C@@H]1CN(C)C(=O)Nc1ccc(F)cc1	-12	nt	4[16.7 µM]	nt	3	nt	nt
COc1ccc(C2c3ccc4ccccc4c3Oc3ncn(CCN4CCOCC4)c(=N)c32)cc1OC (configuration not stated)	nt	nt	nt	-4	nt	4	2
COc1ccccc1-c1ccc([C@@H]2[C@@H](C#N)N[C@@H]2CO)cc1	-3	-3	nt	0	4	1	21
O=C(CNc1ccccc1F)N/N=C/C1CC=CCC1 (configuration not stated)	nt	nt	nt	-2	nt	5	2
Cc1cc(C)c2nc(C(F)(F)F)nc(NCCCN3CCCC3=O)c2c1	-6	0	-11	nt	-2	nt	-4
O=C(C[C@H]1CC[C@@H](NC(=O)C2CCC2)[C@@H](CO)O1)NCc1ccncc1	-1	-4	nt	-7	-1	-3	3
C[C@H](CO)N1C[C@H](C)[C@H](CN(C)C(=O)Nc2ccc(F)cc2)OCCCC[C@H](C)Oc2ccc(NC(=O)Nc3ccc(F)cc3)cc2C1=O	nt	-1	-3[16.7 µM]	2	-1	-1	3
c1ccc2c(CSCc3nc4ccccc4[nH]3)cccc2c1	-7	4	-1	nt	18	nt	3
CC(=O)N1CCN(c2ccc(NC(=O)c3ccc(F)cc3)cc2)CC1	-3	-2	4	5	0	8	9
CCOC(=O)C1CCCN(S(=O)(=O)c2cc(Br)cc3c2N(C(=O)C2CC2)CC3)C1 (configuration not stated)	-1	-1	1	nt	-5	nt	5
Cc1ccc(C(=O)N2CCN(Cc3nc4sc5c(c4c(=O)[nH]3)CCCC5)CC2)cc1	23	-4	-5	0	3	4	-6
O=C(COC(=O)C1=COCCO1)Nc1ccc(Cl)cn1	8	2	3	-1	-4	3	-3
Cc1ccc(/C=N/N2CCN(C3c4ccccc4-c4ccccc43)CC2)s1	nt	nt	nt	6	nt	0	-5
